Giardia FBPA inh – inhibitors of Giardia lamblia fructose-1,6-bisphosphate aldolase. Potency, µM (top dose mostly 59.6 µM), inactives show top-dose activity, negative = inhibition, actives largely listed as inhibitors. A8B2U2. purified Giardia FBPA. 290,000 compounds, 0.71% hits. AID 2451; further: potency means the concentration at half of the fitted maximal effect; on the % scale 0 is the no-effect control and ±100 the full control effect; nearly all actives have a fitted effect of over 55% in size
Target sequence (A8B2U2 whole entry, looked up): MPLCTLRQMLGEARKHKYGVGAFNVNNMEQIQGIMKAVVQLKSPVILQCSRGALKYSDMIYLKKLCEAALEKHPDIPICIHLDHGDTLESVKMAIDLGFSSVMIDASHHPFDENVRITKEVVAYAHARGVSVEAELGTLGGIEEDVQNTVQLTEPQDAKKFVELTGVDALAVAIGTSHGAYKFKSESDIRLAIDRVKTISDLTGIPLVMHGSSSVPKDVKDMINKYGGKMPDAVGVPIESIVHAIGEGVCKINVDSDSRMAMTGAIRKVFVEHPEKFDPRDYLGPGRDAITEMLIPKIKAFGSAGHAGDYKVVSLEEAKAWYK
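Giardia FBPA (40 nM reagent) was preincubated 10 min at RT with compound (up to 57.5 uM final), then substrate plus GAPDH/TPI/NAD/arsenate coupling system with diaphorase/resazurin was added; resorufin fluorescence (525/598 nm) was read after 20 min.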
Shiga inhibitor – inhibitors of Shiga toxin in Vero cells; Vero cells, Shiga toxin protein synthesis inhibition reporter; inhibition, % at 38.7 µM; 290,000 compounds, 9.2% hits; AID 2315; in the data active means inhibition mostly above about 28%, no sharp cut-off; inactive means mostly below about 43%; further: 0% is about no effect
Pf growth 96h – inhibits malaria parasite growth, 96 h. AID 504834. Potency, µM (titrated, usually from 28.7 µM), for inactives: top-dose activity change, negative = inhibition, usual class: inhibitors. P. falciparum luciferase reporter growth, 96 h. 320,000 compounds, 6.9% hits; further: potency means the concentration at half of the fitted maximal effect; on the % scale 0 is the no-effect control and ±100 the full control effect
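Readout is luminescence from an integrated firefly luciferase in P. falciparum. Red cells, 2% hematocrit and 0.05% parasitemia final, were cultured with compound through two parasite generations (96 hours) at 37 C, 5% CO2.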
HCV inh – blocks hepatitis C virus; Huh7.5.1 HCVcc-Cre infection, luciferase reporter, 44 h; Potency, µM (highest dose often 41.8 µM), for inactives: top-dose activity change, negative = inhibition, hits mostly inhibitors; AID 651820; 340,000 compounds, 3.4% hits; further: potency means the concentration at half of the fitted maximal effect; on the % scale 0 is the no-effect control and ±100 the full control effect
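Compounds are dispensed onto cells plated 4 h earlier at 1,000 per well, with HCVcc-Cre virus (about 0.5 moi) added next. Following 44 h of culture, luminescent signal is measured for 15 sec after 15 min with substrate at room temperature.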
CHX counter – counter-screen for Shiga toxin inhibitors: cycloheximide protein synthesis inhibition. cell reporter, cycloheximide protein synthesis inhibition counterscreen. max response, %. 300,000 compounds, 12% hits. AID 2314; in the data active means max response mostly above about 13%, no sharp cut-off; inactive means mostly below about 14%; further: read at 38.3 µM for the half of the compounds with a filed dose; 0% is about no effect
Pf growth 48h – inhibits P. falciparum growth in the first generation, 48 h. P. falciparum luciferase growth in erythrocytes, 48 h. Potency, µM (doses to about 28.7 µM), without a hit: at the top dose activity change, negative = inhibition, usual class: inhibitors. 310,000 compounds, 5.9% hits. AID 504832; further: potency means the concentration at half of the fitted maximal effect; on the % scale 0 is the no-effect control and ±100 the full control effect
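Read-out is firefly luciferase luminescence from an integrated reporter in P. falciparum, so falling signal marks reduced parasite growth. Infected erythrocytes were at 2% hematocrit and 0.1% parasitemia (final) in Albumax-supplemented RPMI 1640.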
* = called active by the depositor; ? = inconclusive; / = no result given; [ ] = another dose, or the depositor's remark. Unless noted, the call rests on the fitted dose curve; in most records, active means well fitted curve in the direction sought with a large enough effect; inconclusive means small, poorly fitted or top-dose-only effect, or another doubt; inactive means no such curve, though single readings can be large; an effect the other way counts as inactive or inconclusive.

SMILES	Giardia FBPA inh	Shiga inhibitor	Pf growth 96h	HCV inh	CHX counter	Pf growth 48h
CC(C(=O)NCC1CCCCC1)N(C)Cc1ccc(Br)cc1 (stereo unspecified)	2%	-5	-3%	-3%	-3	12%
CC(C)OCCCNS(=O)(=O)c1ccc2c(c1)oc(=O)n2C	3%	-13	5%	9%	0	/
COCCN(C(=O)CSc1cc(C)c2ccccc2n1)c1c(N)n(CC(C)C)c(=O)[nH]c1=O	/	/	33%[activator]	13%	/	17%
CN(Cc1ccc(F)cc1)C(=O)c1cccc(S(=O)(=O)N2CCN(c3ccccc3)CC2)c1	/	/	?	13µM*	/	9.3µM*
ClC1(Cl)CC1CSc1ncn[nH]1 (stereo unspecified)	-11%	28	45%[activator]	-11%	8	12%
CC(C)Cn1c(SCC(=O)N2CCN(S(=O)(=O)c3ccccc3)CC2)nc2ccccc21	-1%	-9	/	?	-6	3.3µM*
Cc1ccc(S(=O)(=O)NCCN2CCNC2=O)cc1	2%	3	0%	20%	-1	13%
CCC(C(=O)N1CCOCC1)n1c(C(=O)OC)cc2occc21 (stereo unspecified)	-8%	-17	67%[activator]	6%	1	5%
Cc1ccc(NC(=O)C2CCCN2S(=O)(=O)c2ccc(-c3ccc(=O)[nH]n3)s2)c(C)c1 (stereo unspecified)	-2%	-9	?	2%	15	?
COc1cc(C(=O)O)nc2ccc([N+](=O)[O-])cc12	?	-10	44%	4%	-4	0%
COc1ccccc1NC(=O)CCCC(=O)OC(C)C(=O)c1ccccc1 (stereo unspecified)	5%	-8	0%	5%	1	-14%
CC(C)(C)N(Cc1ccccc1)C(=O)COC(=O)c1cccc([N+](=O)[O-])c1	1%	-6	-25%	9%	8	70%[activator]
O=C(CNC(=O)c1ccco1)OCc1ccc(Cl)cc1	6%	12	/	?	1	11%
O=C(CCc1nc2ccccc2c(=O)[nH]1)N1CCN(S(=O)(=O)c2ccccc2Br)CC1	/	/	?	?	/	?
CNc1c([N+](=O)[O-])cnn1-c1ccc(F)cc1	-1%	-1	21%	7%	-1	-7%
Nc1nnnn1/N=C/c1cccc(Br)c1	-1%	19	-29%	16%	-1	0%
COC(=O)c1cc(COC(=O)CNC(=O)c2cccc(C)c2)oc1C	/	/	22%	20%	/	13%
Cc1ccc(CNC(=O)C2CC(=O)N(CCC(C)C)C2)cc1 (stereo unspecified)	0%	-5	15%	-1%	-2	4%
CN1C(=O)/C(=C\c2cc(N=Nc3ccccc3)ccc2O)SC1=S	-9%	-6	?	-7%	1	?
COc1ccc(C2=NOC(C(=O)NCc3ccccn3)C2)cc1OC (stereo unspecified)	-4%	22	15%	4%	-2	7%
CCC(NC(=O)NCc1cccnc1)(C(F)(F)F)C(F)(F)F	5%	-12	/	-4%	-4	-19%
Cc1ccc(NC(=O)c2cc(C)nc3ccccc23)c(C)c1	-5%	/	-25%	-5%	-2	?
O=C1OC(CC(=O)N(Cc2nnc(-c3ccc(Cl)cc3)o2)C2CC2)c2ccccc21 (stereo unspecified)	/	/	-22%	5%	/	?
C=CCc1ccc(OCC(O)CN2CCc3ccccc3C2)c(OC)c1 (stereo unspecified)	6%	-6	?	-26%	-3	?
CCOC(=O)c1ccc2nc(C)c(C)nc2c1	0%	61*	38%[activator]	18%	17	49%[activator]
Going on with the list.
SMILES	Giardia FBPA inh	Shiga inhibitor	Pf growth 96h	HCV inh	CHX counter	Pf growth 48h
N#CCCn1cc(C(=O)Nc2ccc(C(=O)O)cc2)c(-c2cc3ccccc3o2)n1	0%	-2	?	8%	1	-16%
CCCNc1nc2c(c(=O)[nH]c(=O)n2C)n1Cc1ccc(F)cc1	6%	-13	5%	-1%	-3	-12%
Cc1cccc(NC(=S)NCc2cccs2)c1	-2%	10	25%	-12%	8	4%
COc1ccc(N2C(=O)C3CCCN3C2c2cccc(F)c2)cc1Cl (stereo unspecified)	1%	-11	40%	18%	-3	11%
COc1cccc(OCc2cc(C(=O)N3CCN(C(C)=O)CC3)no2)c1	/	104*	?	21%	60*	18%
CCOC(=O)N1CCC(N(CCOC)C(=O)Nc2ccc(CC)cc2)CC1	-6%	5	7.4µM*	-27%	-2	-26%
CCCC(c1nnnn1CS(=O)(=O)c1ccc(C)cc1)N1CCN(CC)CC1 (stereo unspecified)	-11%	6	26%	18%	-4	?
CCCOC(=O)Nc1c(C)cccc1C(C)C	-1%	8	-45%	10%	6	38%[activator]
COc1ccc(NC(=O)CSc2ccccc2)cn1	-24%	49*	65%[activator]	-6%	27*	40%[activator]
COc1ccc(NC(=O)CSc2nc3[nH]ncc3c(=O)n2-c2ccccc2C)cc1OC	-8%	-6	-2%	-1%	-5	?
Cc1ccc(-n2c(C)nnc2SCC(=O)N2CCc3ccccc3C2)cc1C	/	-2	?	-1%	-5	?
COc1ccc(NC(=O)CS(=O)(=O)c2ccccc2Cl)cc1	5%	29	42%[activator]	-2%	16*	40%[activator]
CC1=C(C(=O)N2CCOCC2)C(c2ccc(C)cc2)NC(=S)N1 (stereo unspecified)	?	-16	-23%	12%	-3	20%
COc1ccc(CCNC(=O)COC(=O)c2cnc(C)cn2)cc1OC	3%	11	/	2%	-8	12%
N#Cc1c(SCc2ccccc2)nc(N2CCOCC2)c2c1CCCC2	-3%	8	?	?	3	/
CC(C)COC(=O)c1cc(-c2ccc(/C=N/n3cnnc3)o2)ccc1Cl	4%	-3	/	-4%	7	23%
O=C(N=C1SC2CS(=O)(=O)CC2N1c1ccc(F)c(Cl)c1)C1CCCO1 (stereo unspecified)	/	3	32%[activator]	14%	0	26%
Cc1ccc(C)c(-c2nnc(NC(=O)Cc3ccc(F)cc3)o2)c1	13%	-8	?	?	-1	?
COc1ccc2c(c1)c(C(C)=O)c(C)n2C	-4%	-19	24%	?	-1	2%
CC(Sc1cccc[n+]1[O-])C(=O)Nc1cccc(S(=O)(=O)N2CCOCC2)c1 (stereo unspecified)	6%	-7	-10%	21%	-2	10%
Cc1csc2nc(CNS(=O)(=O)c3ccc4c(c3)CCCC4)cn12	5%	-2	-1%	?	1	-7%
COc1ccc(OC)c(-c2nc3ccccc3nc2-c2ccccc2)c1	14%	11	?	-17%	-1	?
Cc1nc(CCNC(=O)C2CCC(=O)N(Cc3ccc(Cl)cc3)C2)sc1C (stereo unspecified)	4%	7	23%	4%	1	?
COc1ccc(C(O)c2nccn2Cc2ccccc2)cc1 (stereo unspecified)	1%	18	22%	?	9	32%[activator]
COc1ccc(CC(=O)Nc2ccc3c(c2)CCC3)cc1	7%	4	456%[activator]	-9%	16	17%
Continuation:
SMILES	Giardia FBPA inh	Shiga inhibitor	Pf growth 96h	HCV inh	CHX counter	Pf growth 48h
COCCCNC(=O)C1CC(=O)N(CCc2ccc(F)cc2)C1 (stereo unspecified)	4%	-8	23%	15%	-1	34%[activator]
COC(=O)c1c(C(=O)OC)c2cccc3cc(-c4ccccc4)c4ccc1c4n32	-25%	1	?	1.8µM*	4	/
Cc1c(C(=O)O)sc(S(=O)(=O)N2CCN(C(=O)CCc3ccccc3)CC2)c1C(=O)O	/	/	61%[activator]	1%	/	-6%
C=CCOc1ccc(Br)cc1CNCCO	-2%	-12	-20%	-11%	5	11%
CCNc1nc(NCC)n2c(SC(C(=O)Nc3cc(C)ccc3C)c3ccccc3)nnc2n1 (stereo unspecified)	1%	2	12µM*	?	-3	?
Cc1cc(C)nc(SC2CCCCC2NS(=O)(=O)c2ccc(Cl)cc2)n1 (stereo unspecified)	-10%	-4	46%[activator]	?	-2	-7%
CC1CC(C)CN(C(=O)CCCn2c(=S)[nH]c3ccccc3c2=O)C1 (stereo unspecified)	-4%	-28	50%[activator]	-9%	-2	?
O=C(CSc1nnc2ccccn12)Nc1nsc(-c2ccccc2)n1	6%	21	11%	-4%	19*	31%[activator]
O=C1COc2ccc(C(=O)COC(=O)CCSc3ccc(Cl)cc3)cc2N1	1%	-10	28%	3%	-3	15%
CC(C)(C)c1ccc(OCCCNCc2ccccc2)cc1	-23%	6	95%[activator]	11µM*	-5	-19%
CCOc1ccccc1NC(=O)CN1C(=O)CSC(C)C1=O (stereo unspecified)	0%	38	-11%	9%	7	-13%
Cc1ccccc1-c1nnc(NC(=O)c2cc3ccccc3oc2=O)s1	2%	-15	-19%	1%[8.37 µM]	-3	2%
COc1ccc(N(CN2C(=O)c3ccccc3C2=O)C(=O)COc2ccc(Cl)cc2Cl)cc1	2%	-2	15%	-11%	0	7%
CC(C)(C)c1ccc(O)c(/C=N\O)c1	-19%	53*	/	5%	18*	59%[activator]
COc1ccc(CCC(C)Nc2ccccc2F)cc1 (stereo unspecified)	-15%	-10	?	1%	2	4%
COc1ccccc1C(=O)N/N=C(\C)CC(=O)Nc1ccc2c(c1)OCCO2	3%	30	?	6%	9	18%
CC(C)C(=O)Nc1ccc(C(=O)N2CCCCCC2)cc1	4%	-11	-5%	7%	-4	/
CC(=O)N1CCN(C(=O)c2ccc(Cl)c(S(=O)(=O)N3CCc4ccccc43)c2)CC1	/	/	?	4%	/	?
O=C1/C(=C/c2ccccc2Cl)SC(=S)N1CCCC(=O)N(CCO)c1ccccc1	4%	-13	-27%	13µM*	-4	?
CCc1ccc(NC(=O)CCC(=O)Nc2nnc(C(F)(F)F)s2)cc1	/	4	43%[activator]	-4%	-3	46%[activator]
CN(O)/C=C/C(=O)c1ccc(Br)cc1	-2%	27	-1%	-12%	0	0%
NC(=O)NC(=O)CSc1nnc(-c2ccc(Cl)cc2)n1CC1CCCO1 (stereo unspecified)	-1%	0	3%	11%	-2	0%
O=C(NC1CC2CCCC(C1)N2C(=O)Nc1ccccc1F)C1CC1 (stereo unspecified)	-9%	-10	55%[activator]	25%	-9	11%
CCCCC1OC2(C)OC(=N)C1(C#N)C(C#N)(C#N)C2c1ccccc1 (stereo unspecified)	-2%	-6	10%	17%	-1	4%
CCCCc1ccc(NC(=O)COCC)cc1	-1%	44*	/	19%	50*	?

2 entries from above in another layout:
> CCc1ccc(NC(=O)CCC(=O)Nc2nnc(C(F)(F)F)s2)cc1
  Giardia FBPA inh = /
  Shiga inhibitor = 4
  Pf growth 96h = 43%[activator]
  HCV inh = -4%
  CHX counter = -3
  Pf growth 48h = 46%[activator]
> CN(O)/C=C/C(=O)c1ccc(Br)cc1
  Giardia FBPA inh = -2%
  Shiga inhibitor = 27
  Pf growth 96h = -1%
  HCV inh = -12%
  CHX counter = 0
  Pf growth 48h = 0%

Reprinted at random: 2 entries already listed.
SMILES	Giardia FBPA inh	Shiga inhibitor	Pf growth 96h	HCV inh	CHX counter	Pf growth 48h
Cc1ccccc1-c1nnc(NC(=O)c2cc3ccccc3oc2=O)s1	2%	-15	-19%	1%[8.37 µM]	-3	2%
COc1ccc(N(CN2C(=O)c3ccccc3C2=O)C(=O)COc2ccc(Cl)cc2Cl)cc1	2%	-2	15%	-11%	0	7%

Remaining list, next part
SMILES	Giardia FBPA inh	Shiga inhibitor	Pf growth 96h	HCV inh	CHX counter	Pf growth 48h
CC1CCCCN1Cc1ccc(N)cc1 (stereo unspecified)	0%	10	0.1µM*	9%	-4	-7%
O=C(O)c1ccc(NS(=O)(=O)/C=C/c2ccccc2)cc1O	14%	13	26%	/	-3	?
CCCCN(C)CCCNC(=O)CN1C(=O)COc2ccc(S(=O)(=O)N3CCOCC3)cc21	/	-6	22%	-4%	-2	?
CN1CCN(c2ccc([N+](=O)[O-])c(N/N=C3\CN4CCC3CC4)c2)CC1	0%	-10	?	?	-2	?
Cc1ccccc1-c1nc2cc(NC(=O)C3CC3)ccc2o1	4%	109*	-15%	?	43*	81%[activator]
CC(C)CN(C(=O)CCC(=O)OCC(=O)c1ccc(F)c(F)c1)c1c(N)n(CC(C)C)c(=O)[nH]c1=O	/	-8	21%	11%	0	?

Compounds as they come. Share with any hit: about 24%.
